High-throughput results: PubChem BioAssay, National Center for Advancing Translational Sciences (NCATS)
ELG1 repair inh = inhibitors of ELG1-dependent DNA repair in HEK293T cells | HEK293T ELG1-luciferase reporter, luminescence, 16 h; DNA damage induced by 5-fluorouridine | Potency, µM (doses to about 46.1 µM), inactives show at the top dose activity change, negative = inhibition, hits mostly inhibitors | 2.3% of 330,000 active; also: potency is read from the fitted curve at half-maximal effect; % is scaled to controls: 0 for no effect and ±100 for the full control effect; nearly all actives have a fitted effect of over 55% in size
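DMSO vehicle served as the neutral condition. Each well held 2,000 cells given 5-fluorouridine plus compound; after 16 hr at 37 °C/5% CO2, ONE-Glo was added and luciferase measured 30 min later.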
uPA surface inh = blocks generation of uPA at the cell surface; cell surface uPA generation assay, qHTS; Potency, µM (highest dose often 38.3 µM), inactives show top-dose activity change, negative = inhibition, most hits filed as inhibitors; 0.31% of 330,000 active; AID 540303; active = well fitted inhibition curve with a large enough effect; inconclusive = small, poorly fitted or top-dose-only effect; inactive = no such curve, though single readings can be large or run the other way; tested in mouse RAW 264.7 cells; also: potency is read from the fitted curve at half-maximal effect; % is scaled to controls: 0 for no effect and ±100 for the full control effect; nearly all actives have a fitted effect of over 55% in size
TCR activator = activators of T cell receptors; primary human leukocytes, anti-CD3, IL-2 HTRF, 48 h; Potency, µM (series often up to 9.22 µM), inactives show at the highest dose activation of IL-2 secretion, actives largely listed as activators; 330,000 tested, under 10 active; also: % of control where 0% means no effect
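Human primary leukocytes + a-CD3 beads + cpd, 48 hr; IL-2 in supernatant by HTRF (ex 320nm / em 665nm). No co-stimulatory signal supplied.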
TSG101-PTAP inh = blocks PTAP/TSG101 interaction to inhibit HIV-1 budding | Fluorescence polarization, FITC-PTAP peptide / Tsg101 binding | AID 493005 | 340,000 tested, under 10 active | Q99816 | Potency, µM (highest dose often 115 µM), for the others: at the top dose activity change, negative = inhibition, most hits filed as inhibitors; active = well fitted inhibition curve with a large enough effect in the main read-out, with a control signal flat, not every such curve was filed as active; inconclusive = small, poorly fitted or top-dose-only effect, or effect the other way, or a change in a side signal; inactive = no such curve, though single readings can be large or run the other way; also: potency is read from the fitted curve at half-maximal effect; % of control where 0% means no effect
Target sequence (Q99816 whole entry, looked up): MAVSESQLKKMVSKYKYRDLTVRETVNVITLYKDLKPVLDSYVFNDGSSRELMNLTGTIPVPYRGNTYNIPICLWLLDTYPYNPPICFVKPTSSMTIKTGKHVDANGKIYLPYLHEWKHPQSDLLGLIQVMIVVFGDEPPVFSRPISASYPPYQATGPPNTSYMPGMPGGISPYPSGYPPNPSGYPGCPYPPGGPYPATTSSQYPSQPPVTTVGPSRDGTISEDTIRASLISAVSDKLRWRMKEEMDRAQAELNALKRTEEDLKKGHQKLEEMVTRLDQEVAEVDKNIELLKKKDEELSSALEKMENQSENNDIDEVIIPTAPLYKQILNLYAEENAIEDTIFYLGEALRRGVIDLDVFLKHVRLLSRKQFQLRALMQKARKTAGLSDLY
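Steps: Tsg101 binding domain dispensed (10 uM final), compounds pinned in DMSO, FITC-labeled PTAP-motif peptide added (50 nM final); after 20 min binding at room temperature, polarization measured.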
TSHR antag = antagonists of human thyroid stimulating hormone receptor | 0.2% of 330,000 active | activity change, negative = inhibition, % at 11.5 µM | TSHR-expressing cells, TSH-stimulated cAMP HTRF, 2 h; active compounds read low;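 active = activity change below a set negative limit, meaning inhibition stronger than a set level, cut at about -70% in these data; inconclusive = activity change between two set negative limits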; also: % is scaled to controls: 0 for no effect and ±100 for the full control effect
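TSHR-expressing cells, 200/well, pre-treated with compound, then stimulated with EC80 TSH (4nM final) for 2 hours at 37 deg C. cAMP measured by competitive HTRF: anti-cAMP cryptate antibody in lysis buffer plus cAMP-d2, read after 30 minutes at room temperature.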
USP2a block = blocks human ubiquitin-specific protease USP2a. USP2 core, Ub-CHOP2 coupled fluorogenic reporter, 485/531. Potency, µM (doses to about 38.3 µM), for the others: top-dose activity change, negative = inhibition, most hits filed as inhibitors. 0.01% of 330,000 active. AID 463254;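 also: potency is read from the fitted curve at half-maximal effect; plate controls were DMSO wells for no effect and full inhibition by NEM control for full effect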
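USP2 core (10nM final) preincubated 30min RT with compound in 20mM Tris-HCl pH 8.0, 2mM CaCl2, 2mM beta-mercaptoethanol, 0.05% CHAPS; 25nM Ub-CHOP2 plus 25nM reporter substrate added, fluorescence (Ex485/Em531) read after 60min.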
Mito fusion yeast = mitochondrial division inhibition or fusion activation; AID 485298; S. cerevisiae fusion-defective mutant growth rescue, CellTiterGlo 48 h; 0.23% of 320,000 active; Potency, µM (highest dose often 46.1 µM), without a hit: at the highest dose growth rescue (activation), hits mostly activators;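 also: potency is read from the fitted curve at half-maximal effect; % of control where 0% means no effect; nearly all actives have a fitted effect of over 45% in size; temperature-sensitive fusion mutants such as fzo1-1 at 37 °C on non-fermentable ethanol glycerol medium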
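Growth-rescue viability read-out: after 48 h at the non-permissive 37C in glycerol/ethanol YPEG, yeast mitochondrial fusion mutants are measured by CellTiterGlo luminescence; compounds (23 nl pinned per well) restoring growth score as division inhibitors or fusion activators.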
BCR signal inh = chronic active BCR signaling inhibition. ABC-DLBCL IkBa-CBG/CBR reporter, luminescence ratio, 4 h. Potency, µM (top dose mostly 46.1 µM), for inactives: at the highest dose ratio change, negative = lower green/red ratio, usual class: inhibitors. 0.05% of 340,000 active; active = well fitted inhibition curve with a large enough effect in the signal ratio, with a control signal flat, not every such curve was filed as active; inconclusive = small, poorly fitted or top-dose-only effect, or effect the other way, or a change in a side signal; the % refers to the signal ratio;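 also: potency is read from the fitted curve at half-maximal effect; plate controls were basal doxycycline-induced cells for no effect and cells given 10 µM MG132 for full effect; MG132 reads +100%, hits lower the ratio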
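TMD8 human ABC-DLBCL cells with doxycycline-inducible IκBα–green luciferase fusion and unfused red luciferase, in 0.5% FBS medium; compounds up to 46 uM, 4 h at 37C. Green/red luminescence ratio, filter-overlap corrected, fitted to concentration-response curves.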
Eya2 phos inh = Eya2 (human) phosphatase inhibition; AID 488837; recombinant Eya2, OMFP fluorescence dephosphorylation (OMFP is methylfluorescein phosphate); Potency, µM (highest dose often 76.9 µM), without a hit: top-dose activity, negative = inhibition, actives largely listed as inhibitors; 0.006% of 330,000 active; also: potency is read from the fitted curve at half-maximal effect; % is scaled to controls: 0 for no effect and ±100 for the full control effect
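Eya2 protein (added as 0.2 uM solution) was preincubated with compound for 10 min at ambient temperature in 50 mM HEPES pH 7.5, 50 mM NaCl, 5 uM MgCl2, 0.05% BSA, 1 mM DTT. OMFP (added at 50 uM) then reacted 10 min; fluorescence read at 485/525 nm.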
B2AR arrestin = recruits beta-arrestin to the human beta2-adrenergic receptor. 0.02% of 330,000 active. beta-arrestin recruitment to beta2AR, cell-based reporter. Potency, µM (top dose mostly 46.1 µM), inactives show at the top dose activation, actives largely listed as activators. AID 492947;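 also: potency is read from the fitted curve at half-maximal effect; 0% = DMSO controls and full agonism = EC100 isoproterenol or metaproterenol; nearly all actives have a fitted effect of over 65% in size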
Tb PFK block = blocks T. brucei phosphofructokinase. Potency, µM (series often up to 57.5 µM), for the others: at the top dose activity, negative = inhibition, actives largely listed as inhibitors. AID 485367. O15648. 0.17% of 330,000 active. T. brucei PFK, ADP-Glo luminescence;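 also: potency is read from the fitted curve at half-maximal effect; 0% = uninhibited 1x PFK enzyme wells and -100% = no-enzyme wells; nearly all actives have a fitted effect of over 60% in size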
Target sequence (O15648 whole entry, looked up): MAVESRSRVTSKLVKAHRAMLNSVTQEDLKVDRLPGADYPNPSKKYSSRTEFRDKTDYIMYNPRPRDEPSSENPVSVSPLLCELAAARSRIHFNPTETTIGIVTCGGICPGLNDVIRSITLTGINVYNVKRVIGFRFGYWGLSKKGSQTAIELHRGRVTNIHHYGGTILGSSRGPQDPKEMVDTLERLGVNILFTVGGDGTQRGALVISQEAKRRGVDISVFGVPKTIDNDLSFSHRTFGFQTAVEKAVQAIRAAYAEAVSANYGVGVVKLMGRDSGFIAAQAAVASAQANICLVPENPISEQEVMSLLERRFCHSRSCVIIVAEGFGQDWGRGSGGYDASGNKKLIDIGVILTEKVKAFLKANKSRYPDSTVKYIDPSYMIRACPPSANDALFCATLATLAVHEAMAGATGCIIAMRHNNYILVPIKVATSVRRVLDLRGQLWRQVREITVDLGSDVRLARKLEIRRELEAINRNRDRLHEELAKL
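Luminescent ADP detection (ADP-Glo, two-step: ATP depletion then ADP-to-ATP conversion for luciferase) reported PFK activity after 45 min room-temperature reaction of 1.25 nM enzyme with 0.5 mM F6P and 0.1 mM ATP at pH 8.0.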
Numbers without * were called inactive. Unless noted, calls follow the shape of the dose curve; as a rule, active = well fitted curve in the direction sought with a large enough effect; inconclusive = small, poorly fitted or top-dose-only effect, or another doubt; inactive = no such curve, though single readings can be large; an effect the other way counts as inactive or inconclusive. Compounds as they come; overall some 3% were active at least once.

Cc1ccc(S(=O)(=O)N2CCSC2c2ccco2)cc1 (configuration not stated) was read as ELG1 repair inh -18.1%, uPA surface inh -2.4%, TCR activator 4.5%, TSG101-PTAP inh 0.1%, TSHR antag -8.6, USP2a block 4.3%, Mito fusion yeast -6.9%, BCR signal inh -0.7%, Eya2 phos inh 5.7%, B2AR arrestin 0.1% and Tb PFK block -4.7%.
For Cc1cnc(NC(=O)Cc2ccccc2Cl)s1 the results were ELG1 repair inh -5.7%, uPA surface inh -14.7%, TCR activator 21.9%, TSG101-PTAP inh -7.4%, TSHR antag -9.5, USP2a block 0.5%, Mito fusion yeast -6.4%, BCR signal inh inconclusive, Eya2 phos inh -2.6%, B2AR arrestin -0.3% and Tb PFK block -0.7%.
For Cc1ccccc1NC(=O)Cc1nc(COC(=O)c2ccc([N+](=O)[O-])cc2)cs1 the results were ELG1 repair inh inconclusive, uPA surface inh 12.8%, TCR activator -2.4%, TSG101-PTAP inh -3.1%, TSHR antag 12.9, USP2a block -0.4%, Mito fusion yeast -3.6%, BCR signal inh -1.9%, Eya2 phos inh 2.9%, B2AR arrestin -0.3% and Tb PFK block -3.5%.
`O=C(COC(=O)C1=Cc2ccccc2OC1)NCc1ccccc1` gave ELG1 repair inh 6.7%, uPA surface inh 0.6%, TCR activator 6.4%, TSG101-PTAP inh -0.7%, TSHR antag 9.9, USP2a block -1.5%, Mito fusion yeast 4.1%, BCR signal inh -0.2%, Eya2 phos inh 7.0%, B2AR arrestin -0.9% and Tb PFK block 19.4%.
`O=C(Nc1ccc2ncccc2c1)c1cc(Cl)ccc1Cl` gave ELG1 repair inh inconclusive, uPA surface inh 0.5%, TCR activator 1.6%, TSG101-PTAP inh -3.6%, TSHR antag -2.0, USP2a block -0.5%, Mito fusion yeast -6.2%, BCR signal inh inconclusive, Eya2 phos inh -6.9%, B2AR arrestin -0.1% and Tb PFK block -3.9%.
Screening CCN(C(=O)COc1ccc(N(C)S(=O)(=O)c2ccc(NC(C)=O)cc2)cc1)C1CCCCC1 returned ELG1 repair inh 20.6µM*, uPA surface inh 2.6%, TCR activator -6.8%, TSG101-PTAP inh -6.3%, TSHR antag 1.0, USP2a block -1.0%, BCR signal inh inconclusive, Eya2 phos inh -2.4%, B2AR arrestin -0.5% and Tb PFK block 15.9%.
For COCCNC(=S)N1CCC(NC(=O)Nc2ccc(C)cc2)CC1 the results were ELG1 repair inh inconclusive, uPA surface inh 8.5%, TCR activator -2.5%, TSG101-PTAP inh -0.9%, TSHR antag -3.8, USP2a block -0.6%, Mito fusion yeast -1.4%, BCR signal inh 19.8%, Eya2 phos inh 10.8%, B2AR arrestin 0.0% and Tb PFK block -4.3%.
`CC(=O)Nc1ccc(S(=O)(=O)NCCC(=O)NC2CCCCCC2)cc1` gave ELG1 repair inh 4.8%, uPA surface inh 3.4%, TCR activator -21.8%, TSG101-PTAP inh -2.1%, TSHR antag 12.8, USP2a block 0.1%, Mito fusion yeast -2.3%, BCR signal inh -13.5%, Eya2 phos inh -13.5%, B2AR arrestin -0.2% and Tb PFK block 16.3%.
For CCOc1ccc(NC(=O)CC2C(=O)N(c3ccccc3)C(=S)N2Cc2ccccn2)cc1 (configuration not stated) the results were ELG1 repair inh -6.1%, uPA surface inh -1.6%, TSG101-PTAP inh -9.1%, TSHR antag -16.3, USP2a block 1.8%, Mito fusion yeast -5.8%, BCR signal inh 0.3%, Eya2 phos inh -4.3%, B2AR arrestin -0.6% and Tb PFK block 4.9%.
For Cc1ccc(O)c(C(=O)c2cc(C(=O)NCCc3ccccc3)c(=O)n(CCc3ccccc3)c2)c1 the results were ELG1 repair inh inconclusive, uPA surface inh -0.3%, TCR activator 3.9%, TSG101-PTAP inh 3.5%, TSHR antag 14.3, USP2a block 2.3%, Mito fusion yeast 7.4%, BCR signal inh 10.7%, Eya2 phos inh -5.2%, B2AR arrestin -0.6% and Tb PFK block 1.5%.
For CC(C)NC(=O)c1ccccc1NC(=O)CS(=O)(=O)Cc1ccccc1 the results were ELG1 repair inh inconclusive, TSG101-PTAP inh -5.1%, TSHR antag 0.1, USP2a block -0.2%, Mito fusion yeast 0.3%, BCR signal inh inconclusive, Eya2 phos inh -4.3%, B2AR arrestin -0.1% and Tb PFK block -3.6%.
For CCOc1ccc(NC(=O)CSc2nnc(N)s2)c([N+](=O)[O-])c1 the results were ELG1 repair inh -5.4%, uPA surface inh -3.1%, TCR activator -0.5%, TSG101-PTAP inh 0.3%, TSHR antag 6.2, USP2a block -3.0%, Mito fusion yeast 2.3%, BCR signal inh 2.1%, Eya2 phos inh 10.7%, B2AR arrestin -1.5% and Tb PFK block 2.6%.
For CCCCc1c(C)nn(-c2nnc3c4ccccc4n(CC)c3n2)c1C the results were ELG1 repair inh inconclusive, uPA surface inh 0.4%, TCR activator -1.8%, TSG101-PTAP inh -3.2%, TSHR antag 4.7, USP2a block -1.3%, Mito fusion yeast -3.7%, BCR signal inh 0.4%, Eya2 phos inh 5.3%, B2AR arrestin 3.4% and Tb PFK block 5.1%.
`CC(=O)N1CCN(C(=O)C(Cc2ccccc2)NC(=O)c2ccccc2)CC1` (configuration not stated) gave ELG1 repair inh 11.9%, uPA surface inh -3.2%, TSG101-PTAP inh -5.0%, TSHR antag -7.9, USP2a block 0.8%, Mito fusion yeast -2.4%, BCR signal inh -0.5%, Eya2 phos inh -8.7%, B2AR arrestin 0.0% and Tb PFK block 2.5%.
Screening Cc1ccc2[nH]cc(CCNC(=O)/C=C/c3ccco3)c2c1 returned ELG1 repair inh -14.5%, uPA surface inh inconclusive, TCR activator -6.9%, TSG101-PTAP inh -0.6%, TSHR antag -9.7, USP2a block 1.0%, Mito fusion yeast -1.0%, BCR signal inh 3.6%, Eya2 phos inh 15.5%, B2AR arrestin -0.4% and Tb PFK block -4.9%.
COc1ccc(S(=O)(=O)Nc2nc3ccccc3s2)cc1 was read as ELG1 repair inh 21.5%, uPA surface inh 1.1%, TCR activator -6.3%, TSG101-PTAP inh -6.6%, TSHR antag 10.7, USP2a block -5.2%, Mito fusion yeast 9.1%, BCR signal inh inconclusive, Eya2 phos inh 2.8%, B2AR arrestin 0.3% and Tb PFK block 0.0%.
`NNc1nnnc2c1sc1nc(N3CCOCC3)c3c(c12)CCCC3` gave ELG1 repair inh -0.9%, uPA surface inh 7.5%, TCR activator 3.9%, TSG101-PTAP inh -3.8%, TSHR antag -12.7, USP2a block 1.0%, Mito fusion yeast -0.2%, BCR signal inh 0.6%, Eya2 phos inh 2.2%, B2AR arrestin -0.3% and Tb PFK block -0.6%.
O=C(O)CCC(=O)N(Cc1ccco1)c1nc(-c2ccccc2)cs1 was read as ELG1 repair inh -9.7%, uPA surface inh -2.4%, TCR activator -4.0%, TSG101-PTAP inh -3.9%, TSHR antag -18.0, USP2a block 4.3%, Mito fusion yeast 4.6%, BCR signal inh 2.9%, Eya2 phos inh 18.4%, B2AR arrestin 0.6% and Tb PFK block 0.9%.
Screening CCCCOc1ccc(C(=O)NCC(=O)NCC(c2ccc(OC)cc2)N2CCOCC2)cc1 (configuration not stated) returned ELG1 repair inh -1.6%, uPA surface inh 3.5%, TCR activator -3.4%, TSG101-PTAP inh -4.7%, TSHR antag 1.2, USP2a block 1.4%, Mito fusion yeast -2.9%, BCR signal inh inconclusive, Eya2 phos inh -4.7%, B2AR arrestin -0.1% and Tb PFK block 0.1%.
For COc1ccc(OCC(O)CNS(=O)(=O)c2ccc(NC(C)=O)cc2)cc1 (configuration not stated) the results were ELG1 repair inh -1.0%, uPA surface inh -0.6%, TCR activator 1.6%, TSG101-PTAP inh -0.7%, TSHR antag -5.5, USP2a block -0.6%, Mito fusion yeast 0.1%, BCR signal inh -0.7%, Eya2 phos inh inconclusive, B2AR arrestin 5.8% and Tb PFK block 0.8%.
